STAT1 inh – STAT1 signaling inhibitors, primary screen, cell-based, HTS, luciferase reporter; 200,000 tested, 0.35% active; inhibition, % at 5.5 µM; NIH 3T3 STAT1-luciferase reporter, IFN-gamma, luminescence;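 active means inhibition above a set limit, the mean inhibition across all tested compounds plus 3 SD, cut at about 34% in these data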;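 further: 0% = IFN-gamma with DMSO and 100% = IFN-gamma with 300 µM nifuroxazide; values of inactives mirror those of a sister screen read the other way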
Hsp70 act – Hsp70 transcriptional activators, primary screen, cell-based, HeLa, Hsp70 promoter luciferase, luminescence, 10 µM; AID 1203, 2008; 200,000 tested, 0.04% active; activation, % at 10 µM; HeLa Hsp70 promoter luciferase reporter; scaled: vehicle 0, proteasome-inhibitor control 100%;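 active means activation above the mean across all tested compounds plus 3 SD, cutoff set per campaign, cut at about 5.5% in these data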;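 further: 100% = MG132 at 30 µM as the positive control and 0% = DMSO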
STAT3 act – IL-6 driven STAT3 reporter potentiators, primary screen, U3A cells, luciferase, luminescence, MLSCN library | IL-6 STAT3-luciferase reporter; 100% = signal with IL-6 EC80 alone | activation (% of control), % at 5.6 µM | AID 871, 2007 | 190,000 tested, 0.91% active;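 active means activation above the screen-wide mean of compound activation plus 3 SD, cut at about 130% in these data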;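 further: 0% = background luminescence of wells with medium and substrate only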
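Material: human STAT1-deficient U3A cells with stable STAT3-luciferase reporter / Probe or stimulus: IL-6 stimulus at 33 ng/mL final / Schedule: 1 h compound pre-exposure, 6 h IL-6 stimulation, 37 °C / Technique: luminescence / Read-out basis: percent of IL-6-only median luminescence / Control set: IL-6-only high control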
TLR4 MyD88 comp – inhibitors of TLR4-MyD88 association in cells, primary screen, cell-based, HeLa CL3-4, BLA complementation, FRET ratio; Toll-like receptor 4 (Homo sapiens) + Myeloid differentiation primary response protein …; HeLa CL3-4 TLR4/MyD88 BLA complementation; inhibition, % at 8.4 µM; 200,000 tested, 0.18% active; AID 861, 2007; in the data active means inhibition above about 25%;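 further: 0% = vehicle and 100% = reference inhibitor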
Target sequence (O00206 whole entry, looked up): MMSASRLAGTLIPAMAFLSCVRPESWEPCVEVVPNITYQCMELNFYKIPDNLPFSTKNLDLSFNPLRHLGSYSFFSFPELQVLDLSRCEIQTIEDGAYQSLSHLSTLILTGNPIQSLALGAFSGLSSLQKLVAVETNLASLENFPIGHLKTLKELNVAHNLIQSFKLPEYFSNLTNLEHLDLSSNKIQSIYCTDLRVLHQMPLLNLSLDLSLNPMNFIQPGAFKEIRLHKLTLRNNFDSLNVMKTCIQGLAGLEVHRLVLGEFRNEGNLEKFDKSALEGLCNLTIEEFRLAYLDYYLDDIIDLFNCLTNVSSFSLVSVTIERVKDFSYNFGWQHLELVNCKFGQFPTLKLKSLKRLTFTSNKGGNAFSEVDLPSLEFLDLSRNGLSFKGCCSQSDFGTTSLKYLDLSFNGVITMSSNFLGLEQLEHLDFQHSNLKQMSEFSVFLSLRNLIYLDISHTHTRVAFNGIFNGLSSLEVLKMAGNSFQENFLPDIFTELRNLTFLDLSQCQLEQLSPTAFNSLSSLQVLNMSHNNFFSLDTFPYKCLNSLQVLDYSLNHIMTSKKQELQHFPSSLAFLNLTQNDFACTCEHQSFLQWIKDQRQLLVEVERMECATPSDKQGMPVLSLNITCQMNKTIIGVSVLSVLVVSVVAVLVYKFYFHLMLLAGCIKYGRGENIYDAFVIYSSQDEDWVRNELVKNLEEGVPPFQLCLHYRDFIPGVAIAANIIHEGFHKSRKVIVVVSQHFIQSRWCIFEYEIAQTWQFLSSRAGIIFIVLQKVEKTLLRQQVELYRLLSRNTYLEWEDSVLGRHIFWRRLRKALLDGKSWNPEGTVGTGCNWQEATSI
Target sequence (Q99836 whole entry, looked up): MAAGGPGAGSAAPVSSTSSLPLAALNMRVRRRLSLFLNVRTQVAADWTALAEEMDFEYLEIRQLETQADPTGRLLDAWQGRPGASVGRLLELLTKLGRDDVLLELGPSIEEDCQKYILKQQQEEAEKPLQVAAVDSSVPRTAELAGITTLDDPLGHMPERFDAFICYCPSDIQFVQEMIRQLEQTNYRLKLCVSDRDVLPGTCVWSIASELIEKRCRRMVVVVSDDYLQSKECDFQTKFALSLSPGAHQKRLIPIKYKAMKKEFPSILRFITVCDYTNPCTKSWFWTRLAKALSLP
Diaph act CS – compounds boosting diaphorase resazurin reduction – biochemical, uHTS, resorufin fluorescence, counter-screen for diaphorase-coupled primary assays, primary screen; Diaphorase/resazurin coupled assay, 16 min; stronger effect = higher value; 1 = vehicle wells, 0 = NADH-free wells; activation factor at 20 µM; 190,000 tested, 0.005% active; AID 1229, 2008;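 active means diaphorase activity raised at least twofold by the compound at 20 µM; inactive means activation factor below 2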
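Material: bacterial diaphorase enzyme (C. kluyveri); amount: enzyme 0.07 U/mL final; reagent: NADH substrate 0.114 mM plus resazurin dye 0.1 mM, final; doses: single compound dose of 20 µM, 1% DMSO final; timing: 16 min enzyme reaction, ambient temperature; measured by: fluorescence of resorufin, 544 nm excitation, 590 nm emission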
G6PDH CS – L. mesenteroides G6PDH inhibitors, counter-screen for G6PDH-coupled screening assays, biochemical, Leuconostoc mesenteroides enzyme; Purified L. mesenteroides G6PDH, diaphorase/resazurin coupled fluorescence, 45 min; inhibition, % at 5 µM; 200,000 tested, 0.12% active; AID 1020, 2008; in the data active means inhibition above about 50%
APP transl inh – inhibitors of APP translation via 5'UTR reporter, primary screen, APP 5'UTR luciferase, SH-SY5Y cells | SH-SY5Y APP 5'UTR-luciferase reporter, luminescence | inhibition, % at 2 µM | 190,000 tested, 0.82% active | AID 1285, 2008;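 active means inhibition above a set limit, derived from the sample mean plus 3 SD, cut at about 45% in these data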; further: values of inactives mirror those of a sister screen read the other way
STAT3 inh – IL-6 driven STAT3 reporter inhibitors, primary screen, U3A cells, luciferase, luminescence, MLSCN library; IL-6 STAT3-luciferase reporter; host cell line lacks STAT1; inhibition, % at 5.5 µM; 190,000 tested, 0.89% active;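 active means inhibition above the mean inhibition across all screened compounds plus 3 SD, cut at about 44% in these data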;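 further: 0% = DMSO only wells and 100% = 100 µM nifuroxazide control wells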
STAT1 activator – STAT1 signaling activators, primary screen, cell-based, HTS, luciferase reporter; NIH 3T3 STAT1-luciferase reporter, IFN-gamma, luminescence; 100% = IFN-gamma alone, no compound; activation (% of control), % at 5.5 µM; 200,000 tested, 2.6% active; AID 932, 2007;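 active means activation above the screen-wide mean activation plus 3 SD, cut at about 130% in these data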;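 further: raw ratio to IFN-gamma control signal so 100% means no change and 0% no light; values of inactives mirror those of a sister screen read the other way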
Diaphorase inh – diaphorase inhibitors and chemical oxidizers, primary screen, counter-screen for diaphorase-coupled primary assays, biochemical, uHTS, resorufin fluorescence; inhibition, % at 20 µM; diaphorase resazurin-to-resorufin fluorescence, NADH, 16 min; bacterial (C. kluyveri) enzyme, not human; 190,000 tested, 0.69% active;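 active means primary screen inhibition at 20 µM above a set limit, cut at about 50% in these data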;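 further: plate controls were DMSO with full reaction for no effect and wells lacking NADH for full effect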
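material = Clostridium kluyveri diaphorase enzyme | amount = 0.14 U/mL diaphorase, enzyme working solution | schedule = incubation 16 min, room temperature | detection = fluorescence of resorufin formed from resazurin, Ex 544/Em 590 nm | benchmarks = positive control minus NADH, DMSO neutral control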
The depositor's hits bear a star; . = not tested or not shown.

No.	mol	STAT1 inh	Hsp70 act	STAT3 act	TLR4 MyD88 comp	Diaph act CS
1	CC(NC(=O)NC1CCCCC1)C(c1cccs1)N1CCN(C)CC1 (centres undefined)	-1	-0.2	96	-4	0.8
2	O=C(Nc1cccc(Cl)c1)ON=C1c2ccccc2-c2ccccc21	9	0.8	111	0	0.9
3	O=C(CCN1C(=O)C2CC=CCC2C1=O)N1CCN(c2ccccn2)CC1 (centres undefined)	-5	-0.3	99	1	1
4	COc1ccc(OC)c(NC(=O)N[C@@H](Cc2ccccc2)C(=O)O)c1	6	-0.3	103	4	0.8
5	COC(=O)C1=C(C)N(CCc2ccccc2)C(=O)C1	6	-0.2	87	-10	0.9
6	CCOC(=O)c1ccccc1NC(=O)Cn1cnc2c(cnn2-c2ccc(OC)cc2)c1=O	0	-0.1	105	8	.
7	COc1cccc(C2C(C#N)=C(N)OC3=C2C(=O)CC(c2ccco2)C3)c1OCc1ccc(F)cc1 (centres undefined)	-4	-0.1	103	-6	0.7
8	COc1ccc(OC)c(NC(=O)CN2CCN(C(=O)c3ccco3)CC2)c1	1	0.1	103	-12	1
9	Fc1ccc(-c2nc3n(n2)Cc2ccccc2-3)cc1	-15	-0.3	117	9	0.9
10	CCCCCCCCOC1OC(CO)C(O)C(O)C1NC(C)=O (centres undefined)	2	-0.1	105	1	1

No.	G6PDH CS	APP transl inh	STAT3 inh	STAT1 activator	Diaphorase inh
1	9	-26	4	102	22
2	0	-13	-5	92	10
3	0	-29	5	104	-5
4	12	-5	1	95	17
5	-2	-8	18	94	9
6	.	4	-2	100	.
7	6	0	0	103	27
8	5	-21	-1	99	2
9	-11	-173	-15	114	9
10	9	-4	5	98	2

(next part)
No.	mol	STAT1 inh	Hsp70 act	STAT3 act	TLR4 MyD88 comp	Diaph act CS
11	O=C(CCCc1nc(-c2ccccc2)no1)N1CCOCC1	-5	-0.5	103	-8	1
12	COc1cc(OC)cc(C(=O)NNC(=S)Nc2ccc(S(N)(=O)=O)cc2)c1	0	0.1	88	3	0.9
13	CC(=O)C(/C=N/c1cc(-c2ccc(C)cc2)nn1-c1ccccc1)=C(\C)O	-66	0.2	104	-2	0.9
14	COc1ccc(Cl)cc1C(=O)Nc1ccccc1N1CCN(C)CC1	6	-0.5	101	2	0.9
15	CC(=O)c1cccc(N=Nc2c(C)[nH]c3ccccc23)c1	1	-0.1	110	2	0.8
16	Cc1cc(/C=C(\C#N)C(=O)OCC(=O)NC(=O)NC(C)(C)C)c(C)n1CCC(C)C	-24	-0.1	111	4	0.8
17	COc1ccc(/C=C2\C(=O)OCc3cc(OC)c(OC)cc32)cc1OC	8	-0.3	90	-7	0.9
18	COC(=O)c1ccccc1NC(=O)c1c(Br)cnn1C	-12	-0.1	110	-14	0.9
19	COC(=O)c1ccccc1NC(=S)N1CCN(c2ccc(OC)cc2)CC1	5	-0.3	103	-4	0.8
20	CCSc1nsc(SCC)c1C(N)=O	-3	0.1	104	-5	0.9

No.	G6PDH CS	APP transl inh	STAT3 inh	STAT1 activator	Diaphorase inh
11	4	1	3	104	2
12	11	19	20	99	9
13	0	-97	-8	159*	9
14	0	7	2	94	14
15	-4	-2	-14	99	22
16	0	-2	-8	122	22
17	-1	6	16	93	9
18	6	2	-8	111	6
19	-1	6	5	94	23
20	0	-4	3	103	6

Further results
No.	mol	STAT1 inh	Hsp70 act	STAT3 act	TLR4 MyD88 comp	Diaph act CS
21	O=C(CNS(=O)(=O)c1ccc(Br)s1)N1CCN(c2ncccn2)CC1	8	-0.4	105	1	0.8
22	Cc1sc2nc(COC(=O)c3cccc(S(=O)(=O)N(C)c4ccccc4)c3)[nH]c(=O)c2c1C	11	0.0	98	4	0.7
23	COC(=O)COc1cccc2c(=O)n(CC(=O)N3CCCc4ccccc43)ccc12	-3	-0.1	96	-7	0.8
24	Cc1ccc(C)c(NC(=S)NC(C)C(c2cccs2)N2CCOCC2)c1 (centres undefined)	3	-0.1	94	2	0.9
25	COc1ccc(OC(C)=O)c(C2c3cc(OC)c(OC)cc3CCN2C(C)=O)c1 (centres undefined)	9	0.1	95	-14	0.9
26	CCOC(=O)C1CCN(C(=O)CCc2c(C)nc3cc(-c4ccc(OC)cc4OC)nn3c2C)CC1	4	-0.3	94	7	1
27	O=C(Nc1c(C(=O)Nc2cccc(F)c2)oc2ccccc12)c1ccc2c(c1)OCO2	0	-0.3	88	-6	0.9
28	O=C(CN1CCOc2ccccc21)N1CCN(c2cccc(Cl)c2)CC1	0	1.0	106	12	.
29	OCCC1CN(Cc2cccs2)CCN1Cc1ccccc1 (centres undefined)	8	-0.3	103	7	1
30	CN(C)c1oc(-c2ccccc2Cl)nc1S(=O)(=O)c1ccccc1	1	-0.2	100	11	0.9

No.	G6PDH CS	APP transl inh	STAT3 inh	STAT1 activator	Diaphorase inh
21	-15	4	-2	86	21
22	6	-11	9	89	28
23	-9	-3	13	103	21
24	24	-5	6	98	12
25	5	2	12	92	8
26	4	-6	12	95	-3
27	6	-19	18	100	6
28	.	13	-3	100	.
29	1	8	2	93	0
30	9	2	4	99	14

More compounds follow.
No.	mol	STAT1 inh	Hsp70 act	STAT3 act	TLR4 MyD88 comp	Diaph act CS
31	Cc1cc(C)nc(SCC(=O)Nc2ncccn2)n1	11	0.8	100	8	0.9
32	CCC(C)[C@H](NC(=O)OC(C)(C)C)c1nnc(SCc2c(C)[nH]c(=O)[nH]c2=O)o1 (some centres undefined)	3	-0.4	99	11	1
33	COc1ccc(NC(=O)Cc2nnc(SCC(=O)Nc3cc(C)ccc3OC)n2C)cc1	8	-0.4	102	9	0.9
34	CCc1ccc(Oc2cc(Cl)nc(N)n2)cc1	-23	-0.2	108	0	0.9
35	CCOC(=O)Nc1ccc(S(=O)(=O)Nc2nccc(C)n2)cc1	3	-0.2	98	1	1
36	CCn1c(SCC(=O)Nc2ccc(C(C)=O)cc2)nc2nc3c(cc2c1=O)CCCC3	-21	-0.2	114	10	0.8
37	O=P(c1cccs1)(c1cccs1)c1cccs1	1	-0.2	100	-8	1
38	Cc1cccc(N(C(=O)Nc2ccc(Cl)cc2)C2=NCC(C)S2)n1 (centres undefined)	-4	-0.4	99	-5	0.9
39	CCOC(=O)/C(=N\Nc1ccc(C(C)=O)cc1)c1csc(Nc2ccccc2)n1	12	-0.4	84	5	0.9
40	COc1ccccc1-n1c(COc2ccccc2-c2ccccc2)nnc1SCC(=O)c1c(N)n(C)c(=O)n(C)c1=O	8	-0.2	101	-3	0.8

No.	G6PDH CS	APP transl inh	STAT3 inh	STAT1 activator	Diaphorase inh
31	-3	-3	2	89	10
32	8	-10	5	97	-4
33	3	17	2	92	9
34	16	-6	-10	120	10
35	5	-11	6	97	4
36	-39	-7	-9	119	16
37	11	0	4	99	2
38	10	-8	8	104	6
39	-1	14	22	90	6
40	2	-8	-4	93	16

Another view of part of the listing above.
Fields: STAT1 inh | Hsp70 act | STAT3 act | TLR4 MyD88 comp | Diaph act CS | G6PDH CS | APP transl inh | STAT3 inh | STAT1 activator | Diaphorase inh
37) O=P(c1cccs1)(c1cccs1)c1cccs1
 : 1 | -0.2 | 100 | -8 | 1 | 11 | 0 | 4 | 99 | 2
36) CCn1c(SCC(=O)Nc2ccc(C(C)=O)cc2)nc2nc3c(cc2c1=O)CCCC3
 : -21 | -0.2 | 114 | 10 | 0.8 | -39 | -7 | -9 | 119 | 16

An excerpt from above, reduced to STAT1 activator.
cpd | canonical_smiles | STAT1 activator
33 | COc1ccc(NC(=O)Cc2nnc(SCC(=O)Nc3cc(C)ccc3OC)n2C)cc1 | 92
4 | COc1ccc(OC)c(NC(=O)N[C@@H](Cc2ccccc2)C(=O)O)c1 | 95

Continued.
No.	mol	STAT1 inh	Hsp70 act	STAT3 act	TLR4 MyD88 comp	Diaph act CS
41	CCOC(=O)c1cc2sc(C)cc2n1CC(=O)Nc1ccc2c(c1)OCCO2	-10	0.0	105	-4	0.9
42	O=C(CCn1c2c(c3ccccc31)CCCC2)NNC(=O)c1ccccc1Cl	-6	-0.5	105	-5	0.9
43	CN(C)C(=O)Nc1ccccc1CC[N+](=O)[O-]	1	-0.2	118	4	0.8
44	NS(=O)(=O)c1ccc(N/N=C/c2ccccc2Br)cc1	-29	0.0	103	-2	0.9
45	COc1ccc(NC(=O)c2ccccc2-c2ccccc2)c(C)c1	6	-0.3	91	1	0.9

No.	G6PDH CS	APP transl inh	STAT3 inh	STAT1 activator	Diaphorase inh
41	-8	-17	-1	109	8
42	-30	-1	-11	105	10
43	2	1	-12	98	16
44	-3	-33	2	127	13
45	17	1	15	92	9

Source: PubChem (several laboratories)
